ABCB6 inh 2: ABCB6 transporter inhibitors, primary screen, K562-ABCB6 cells, flow cytometry, MLPCN library; ATP-binding cassette sub-family B member 6 (Homo sapiens), Q9NP58; K562-ABCB6 porphyrin accumulation, 1 h; active compounds read low; fluorescence ratio to DMSO, % at 10 µM; hit rate 0.19% among 360,000; AID 602162, 2011;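 active = fluorescence ratio to DMSO below 75%, the collection mean minus 3 SD; inconclusive = too few cells collected in the well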;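 note: signal is porphyrin accumulated inside mitochondria; 100% equals median channel fluorescence of DMSO control wells; lower ratio means ABCB6 inhibition with less porphyrin fluorescence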
Exocytosis inh: LAMP-1 surface exposure blockers, TALL-104 cells – cell-based, flow cytometry, MLPCN library, primary screen; hit rate 0.66% among 360,000; inhibition, % at 10 µM; TALL-104 LAMP-1 surface exposure; cells stimulated with thapsigargin and PMA;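 active = inhibition above about 55%, limit read from the data; inconclusive = no clear call, values can overlap the other calls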
CaV13 ICDI inh: Disruptors of the CACNA1D IQ motif to Ca2+-dependent inactivation inhibitor domain association, primary screening, Förster resonance energy transfer in intact living …; HEK cells, CFP/YFP FRET ICDI-IQ, plate reader, 10 min; percent FRET-ratio fall versus neutral wells; inhibition, % at 12.3 µM; hit rate 0.098% among 340,000;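 active = mean replicate inhibition of at least 30% and at least 1% of replicates passing that level; inconclusive = only one of the two criteria is met; inactive = neither criterion is met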;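 note: 0% = median of the neutral control wells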
Cardio protect: cardioprotection against H2O2-induced cell death, primary screen, uHTS, H9c2 cells, ATPLite luminescence; H9c2 cardiomyocytes, H2O2 injury protection, 2 h; protection from H2O2 cell death, % at 20 µM; hit rate 0.63% among 360,000;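 active = compounds giving at least 50% protection of heart cells from peroxide-induced death in the single-dose screen, raw or plate-pattern-corrected value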;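 note: 0% = DMSO wells with peroxide and 100% = DMSO wells without peroxide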
MC4R barr agon: MC4R agonists recruiting beta-arrestin, primary screen, cell-based, luminescence, agonist arm of biased-ligand search; Melanocortin receptor 4 (Homo sapiens), P32245; U2OS MC4R beta-arrestin complementation; percent of melanotan II response, DMSO zero; activation, % at 8.9 µM; hit rate 0.98% among 360,000;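 active = activation above a per-plate cutoff, the mean activation of sample wells on that plate plus 3 SD, cut at about 8% in these data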
Glyco luc inh: increase of ERlucT glycosylation luciferase signal, primary screen, N-linked glycosylation inhibitor project, D54 ERlucT cells, luminescence, set 2. D54 ERlucT glycosylation luciferase reporter, 24 h; percent of 100 nM tunicamycin response. reporter increase, % at 12.5 µM. hit rate 0.23% among 360,000;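 active = mean luciferase reporter signal, scaled so untreated is 0 and the glycosylation-blocking control 100, at or above a set limit in every replicate; inconclusive = mean reaches the limit but not every replicate does; inactive = mean below the limit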;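 note: luciferase carries N-glycosylation sites so blocking glycosylation raises the light; 0% = median of neutral control wells and 100% = median of 100 nM tunicamycin wells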
MC4R antagonist: MC4R antagonists of cAMP signaling, primary screen, cell-based, TR-FRET, antagonist arm of biased-ligand search; Melanocortin receptor 4 (Homo sapiens), P32245; inhibition, % at 6.5 µM; hit rate 0.48% among 360,000; MC4R-expressing cells, MTII-stimulated cAMP, LANCE TR-FRET;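 active = inhibition above its plate's cutoff, the mean of tested wells on that plate plus 3 SD, cut at about 29% in these data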;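 note: 0% = Melanotan II alone and 100% = Melanotan II plus saturating MCL0020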
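System: U2OS cells stably expressing human melanocortin 4 receptor (MC4R). Reagent: Melanotan II challenge after compound preincubation. Doses: 6.5 µM. Times: 30-min compound, 1-h challenge, 1-h detection, room temperature. Measured by: TR-FRET with Eu-cAMP and labeled anti-cAMP, 671 nm. Replicates: singlicate.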
ABHD5-PLIN5 inh: ABHD5-PLIN5 interaction inhibitors, primary screen, cell lysate, split luciferase complementation, luminescence; Split G. princeps luciferase complementation, 4 h; AID 602281, 2012; hit rate 0.78% among 360,000; inhibition, % at 4 µM;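 active = inhibition above the mean inhibition across every tested compound plus 3 SD, cut at about 22% in these data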;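 note: 0% = DMSO only wells and the 100% control is not disclosed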
PDI inh: inhibitors of human PDI, primary screen, biochemical, turbidity, single point, plate reader | AID 588391, 2011 | PDI insulin aggregation turbidity, A650, 90 min | inhibition, % at 10 µM | hit rate 0.052% among 350,000;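 active = mean inhibition across replicates of 30% or more, whatever share of single replicates reach that level; inconclusive = mean inhibition below 30% while every single replicate reaches 30%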;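 note: absorbance from insulin aggregation driven by PDI reduction with DTT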
Target sequence (P07237 whole entry, looked up): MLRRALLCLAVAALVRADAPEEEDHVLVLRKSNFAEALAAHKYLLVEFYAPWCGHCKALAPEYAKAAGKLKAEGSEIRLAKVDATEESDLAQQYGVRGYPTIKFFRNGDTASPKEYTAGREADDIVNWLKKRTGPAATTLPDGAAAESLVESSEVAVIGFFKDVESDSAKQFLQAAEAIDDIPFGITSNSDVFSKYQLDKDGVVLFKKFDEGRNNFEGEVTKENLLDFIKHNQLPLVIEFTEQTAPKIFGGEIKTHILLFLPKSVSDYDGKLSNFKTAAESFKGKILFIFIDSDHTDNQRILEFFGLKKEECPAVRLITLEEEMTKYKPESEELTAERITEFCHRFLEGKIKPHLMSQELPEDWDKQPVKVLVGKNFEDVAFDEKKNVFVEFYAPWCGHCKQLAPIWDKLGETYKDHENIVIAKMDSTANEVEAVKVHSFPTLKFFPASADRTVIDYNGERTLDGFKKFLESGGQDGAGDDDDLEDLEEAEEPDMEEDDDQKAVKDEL
m5-HT2A agonist: mouse Htr2a agonists via beta-arrestin recruitment, primary screen, cell-based, luminescence; CHO-K1 mHTR2A beta-arrestin complementation; percent of 30 µM serotonin response; activation, % at 7.6 µM; hit rate 0.66% among 360,000; AID 624169, 2012;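 active = activation above a run cutoff, the mean activation of all tested compounds plus 3 SD, cut at about 14% in these data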;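 note: 0% = plate median of compound wells and 100% = 30 µM serotonin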
Target sequence (P35363 whole entry, looked up): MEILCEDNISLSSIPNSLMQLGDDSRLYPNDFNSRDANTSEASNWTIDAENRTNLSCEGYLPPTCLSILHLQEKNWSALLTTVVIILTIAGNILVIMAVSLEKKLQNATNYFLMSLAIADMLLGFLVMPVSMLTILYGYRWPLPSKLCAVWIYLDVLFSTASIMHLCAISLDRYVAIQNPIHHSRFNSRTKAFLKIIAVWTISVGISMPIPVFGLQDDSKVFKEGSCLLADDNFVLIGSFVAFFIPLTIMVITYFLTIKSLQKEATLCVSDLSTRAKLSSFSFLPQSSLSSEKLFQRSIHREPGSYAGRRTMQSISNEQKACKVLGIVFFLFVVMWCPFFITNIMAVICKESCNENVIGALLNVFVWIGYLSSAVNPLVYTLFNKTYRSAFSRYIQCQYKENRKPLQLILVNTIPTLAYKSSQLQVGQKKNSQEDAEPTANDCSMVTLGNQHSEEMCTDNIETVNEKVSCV
* = called active by the depositor; ? = inconclusive; / = not tested or not shown.

SMILES	ABCB6 inh 2	Exocytosis inh	CaV13 ICDI inh	Cardio protect	MC4R barr agon	Glyco luc inh	MC4R antagonist	ABHD5-PLIN5 inh	PDI inh	m5-HT2A agonist
Cc1ccc(C2C(C#N)=C(N)Oc3n[nH]c(-c4cccs4)c32)s1 (centres undefined)	89	3	-4	4	-0.5	2	16	-15	1	0
Cc1cc(C)cc(NC(=O)c2ccc(NC(=O)C3C4CC5OC(=O)C3C5C4)cc2)c1 (centres undefined)	110	0	-7	5	-0.8	-4	-9	-3	-7	2
Cc1ccc(C2NC(c3ccc(C)cc3)C(C)C(=NO)C2C)cc1 (centres undefined)	93	2	-7	-6	-0.2	-3	4	-18	-1	-3
Cc1ccc(-n2ncc3c(NCc4ccc5c(c4)OCO5)ncnc32)c(C)c1	94	0	-6	-6	-0.3	-3	0	-12	0	-8
CCCSC(=S)NC1CCS(=O)(=O)C1 (centres undefined)	101	-2	/	-10	-1.3	10	-2	-12	2	-3
CCC(C)(C)C1CCC(=NNc2nc3ccccc3[nH]2)CC1 (centres undefined)	99	-4	-1	19	-2.9	-3	2	-6	0	-5
O=C(c1ccccc1)c1ccc(OCC(O)CNC2CCCc3ccccc32)cc1 (centres undefined)	100	-8	-2	-2	-1.9	1	5	3	5	-1
CC(=O)n1c(C=Nc2ccc(Cl)cc2)c(O)c2ccccc21	97	-3	-2	-6	-0.8	2	-4	-7	-43	-6
COc1ccc(/C=C2\C(=O)OCc3cc(OC)c(OC)cc32)cc1OC	94	-2	-4	5	0.2	0	-18	9	-1	2
CCC(=O)Oc1ccc(C(=O)Nc2cccc(C(=O)NCC(C)C)c2)cc1	99	3	-13	0	-4.0	1	-6	0	-7	1
Cc1cccc(C(=O)N2CCc3cc(-c4nc(NC(=O)CN5CCCC5)sc4C)ccc32)c1	94	-1	-1	16	-0.7	-3	2	1	1	0
COc1ccc(CN(C(=O)c2cc3ccccc3oc2=O)C2CCS(=O)(=O)C2)cc1 (centres undefined)	97	15	13	5	1.3	1	25	-7	0	0
C[C@H](CO)N1C[C@H](C)[C@@H](CN(C)C(=O)Nc2ccc(C(F)(F)F)cc2)Oc2c(NC(=O)Nc3ccc4c(c3)OCO4)cccc2C1=O	103	9	-6	6	-0.6	2	17	2	3	7
CCCCN(C(=O)/C=C/c1ccccc1)C1CCS(=O)(=O)C1 (centres undefined)	95	3	-7	-1	-3.5	0	10	-2	1	4
COc1ccc(C(=O)COC(=O)c2nc3nccc(C)n3n2)cc1F	100	3	-2	6	0.1	0	10	-4	2	5
Cc1ccc2cc(CCNC(=O)c3cccs3)c(=O)[nH]c2c1C	100	2	-6	-14	0.5	-4	6	-1	3	-2
CC(C)C[C@@H](COCc1ccc(C(F)(F)F)cc1)N1CCN(C(=O)c2ccc(C(F)(F)F)cc2)CCC1=O	?	-3	-7	/	/	/	/	1	/	-1
COc1ccc(S(=O)(=O)N(C)CC(=O)NCc2ccco2)cc1OC	100	-13	-5	-2	-0.5	1	-4	7	-12	-1
Cc1ccc(S(=O)(=O)N2CCCCC2)cc1NC(=O)CN1C(=O)CN(C)C1=O	90	0	-6	2	0.9	3	2	2	8	3
CSCC(CO)NS(=O)(=O)c1ccc(C)cc1 (centres undefined)	96	-4	-5	10	-2.2	1	17	1	3	1
COc1ccc(Cl)cc1NC(=O)CSc1nnc(COc2ccccc2)n1C	102	-1	-3	-6	-0.3	1	24	-5	-3	1
O=c1c2ccccc2nnn1CSc1nnc(Nc2ccccc2)s1	97	0	-4	-4	10*	0	2	-4	-15	3
CCOc1cc(C)c(S(=O)(=O)N2CCCC2)cc1C	97	4	-3	-3	0.4	2	9	-6	-3	3
COc1ccc(CCN(Cc2nc3ccccc3c(=O)[nH]2)C(=O)C2CC2)cc1	100	0	2	14	2.5	-2	-6	11	1	-2
O=C(c1ccco1)c1cc2c(ccc3ccccc32)oc1=O	92	2	-6	10	0.6	0	-5	1	-6	4
COc1ccc(CCNC(=O)CCCn2c(=O)[nH]c3cc(OC)c(OC)cc3c2=O)cc1OC	101	3	-4	-1	-1.2	0	7	4	0	2
Cc1ccc(CCNC(=O)c2cc(-c3ccncc3)nc3ccccc23)cc1	94	1	-5	19	0.7	-1	9	1	-2	-5
CC(C)N=C(NS(=O)(=O)c1cccs1)c1ccccc1	96	-3	-6	0	-2.0	0	13	1	-1	2
CNC(=O)c1[nH]cnc1C(=O)Nc1cccc(OC)c1	97	-3	-4	35	0.4	6	1	9	-7	0
CC(C)CN(C(=O)CSc1nnc(-c2cccs2)n1N)c1c(N)n(Cc2ccccc2)c(=O)[nH]c1=O	102	-2	-15	-1	-1.9	2	5	-3	5	1
Cc1cc2c(cc1[N+](=O)[O-])NC(CNC(C)C)CC2 (centres undefined)	98	2	-3	10	0.1	-4	2	-1	-1	-1
COc1cccc(OCC(=O)N(Cc2nc(-c3ccc(Cl)cc3)no2)C(C)C)c1	101	-1	-6	-24	1.0	-2	25	-5	1	-3
N=c1c2c(-c3ccccc3)c(-c3ccccc3)oc2ncn1Cc1ccco1	93	60*	-4	5	-1.3	-1	12	0	-6	5
CC(C)CCOc1ccc(C(=O)N2CCCC2C(=O)O)cc1 (centres undefined)	98	-1	-4	10	1.1	-2	-5	13	-2	-1
Cc1ccc(Nc2nnc(SCC(=O)NCC3CCCO3)s2)cc1 (centres undefined)	93	0	-3	-16	0.7	-1	19	1	-2	-3
COc1ccccc1N1CCN(C(=O)C(=O)c2c(C)[nH]c3ccccc23)CC1	98	2	-2	3	-2.3	0	1	-6	7	2
CCOC(=O)N1CCN(C(=O)c2oc3ccc(S(=O)(=O)N4CCCCCC4)cc3c2C)CC1	95	0	-5	-3	-0.2	-3	18	-2	-5	0
Nc1nc(NS(=O)(=O)c2ccc(Cl)cc2)nn1-c1ccccc1	97	0	2	-2	-1.6	-1	-4	-1	-7	-6
Cc1ccccc1C(=O)N1CCN(c2ccc(NC(=O)c3cccnc3)cc2)CC1	97	-2	-3	8	-3.0	-8	-3	-2	11	0
COc1ccc(C(C)NC(=O)c2ccncc2)cc1 (centres undefined)	103	-5	10	-5	1.3	2	19	0	-1	-3

Some of these compounds in order of molar mass, low to high.
SMILES	ABCB6 inh 2	Exocytosis inh	CaV13 ICDI inh	Cardio protect	MC4R barr agon	Glyco luc inh	MC4R antagonist	ABHD5-PLIN5 inh	PDI inh	m5-HT2A agonist
CC(C)N=C(NS(=O)(=O)c1cccs1)c1ccccc1	96	-3	-6	0	-2.0	0	13	1	-1	2
COc1ccc(CCN(Cc2nc3ccccc3c(=O)[nH]2)C(=O)C2CC2)cc1	100	0	2	14	2.5	-2	-6	11	1	-2
CCOC(=O)N1CCN(C(=O)c2oc3ccc(S(=O)(=O)N4CCCCCC4)cc3c2C)CC1	95	0	-5	-3	-0.2	-3	18	-2	-5	0

Later entries.
SMILES	ABCB6 inh 2	Exocytosis inh	CaV13 ICDI inh	Cardio protect	MC4R barr agon	Glyco luc inh	MC4R antagonist	ABHD5-PLIN5 inh	PDI inh	m5-HT2A agonist
COC(Cn1c(C)c(C(C)=O)c(C(C)=O)c1C)OC	100	-4	/	-1	1.4	3	5	7	6	7
O=C(O)c1ccc(N/N=C/c2ccc(-c3cccc(Cl)c3)o2)cc1	96	0	-1	-4	1.0	4	9	4	6	4
Cn1c(=O)n(C)c2cc(S(=O)(=O)N3CCN(c4ccccc4)CC3)ccc21	93	-2	2	-2	-3.5	2	-4	-2	14	-2
CCOC(=O)C1CCCN(c2cc(C)nc3cc(-c4ccc(F)cc4)nn23)C1 (centres undefined)	97	2	-16	4	4.4	3	18	-6	-8	-3
Cc1nn(Cc2cccc(F)c2)c(C)c1NC(=O)c1c([N+](=O)[O-])c(C)nn1C	96	0	-7	2	-3.5	2	-3	-5	-18	1
Cc1cc(-n2c(C)cc(C(=O)COc3cccnc3[N+](=O)[O-])c2C)no1	102	-6	-6	-3	-1.7	3	-1	12	-3	-5
O=C(c1ccco1)N1CCN(C(=O)c2[nH]c(C(F)(F)F)nc2-c2ccccc2)CC1	95	2	-3	2	/	-4	/	1	/	1
COC(=O)c1ccccc1NC(=O)NCc1c(C)nn(C)c1C	97	0	-3	-7	2.3	1	16	-4	-3	1
O=C(CN1CCCCC1)Nc1ccc(NC(=O)c2ccc(Cl)cc2)cc1Cl	85	4	-5	-2	6.0	-6	0	-5	-16	-3
Cc1cccc(N(CC(=O)NCCSc2ccccn2)S(=O)(=O)c2ccccc2)c1	92	-4	-4	24	-2.2	0	-6	-2	3	-3
CC1(C)CC(=O)c2sc(NC(=O)c3ccco3)nc2C1	108	0	-6	-25	-1.1	0	1	-6	-3	-2
COCc1cc(=O)[nH]c2cc(NC(=O)C(C)(C)CCl)c(C)cc12	104	3	/	15	-0.9	-1	14	-4	5	3
COc1cc2c(cc1NC(=O)CSc1nnc(Cc3cccs3)n1C)oc1ccccc12	110	16	/	7	-0.6	2	21	7	-1	-7
Cc1noc2ncnc(SCc3ccc(C(F)(F)F)cc3)c12	93	0	-5	0	1.9	6	0	-3	3	-4
CNc1ccc(Cl)cc1C(N)=O	93	-2	-5	6	0.0	2	-6	3	9	-2
O=S(=O)(NCCN1CCOCC1)c1ccc2c(c1)OCCO2	98	2	6	4	0.0	2	-5	8	5	3
O=C(Nc1ncnc2sc3c(c12)CCCC3)c1ccncc1	99	0	-2	2	0.4	0	-2	2	1	0
Cc1ccc(S(=O)(=O)NC2CCOC(C)(C)C2)cc1 (centres undefined)	98	0	-2	-6	-0.7	6	7	5	-3	2
COC(=O)[C@H](C)NC(=O)NCc1ccco1	99	-8	-7	1	-0.7	1	5	-3	-8	5
CC(=O)OCC(OC(C)=O)C(OC(C)=O)C(OC(C)=O)C(=O)Nc1ccccc1 (centres undefined)	89	11	-7	-2	6.4	0	-11	7	-3	4
Cc1ccc(N(CC(=O)NCc2ccccn2)S(=O)(=O)c2ccccc2)cc1Cl	99	4	-3	-2	-3.0	-2	7	11	7	-4
N#CC12C(=O)NC(=O)C1(C#N)C21CCCC1 (centres undefined)	89	-4	-5	3	-0.6	1	6	-2	-9	5
COc1ccc(C(=O)N=C2SC3CS(=O)(=O)CC3N2Cc2ccc(F)cc2)cc1 (centres undefined)	97	-1	-5	-4	5.3	-8	14	1	-1	2

Source: PubChem BioAssay
